Gli-Sufu antag: Gli-Sufu pathway antagonism; AID 588413; 0.74% of 340,000 active; Sufu-KO-LIGHT fibroblasts, Gli luciferase reporter luminescence; inhibition, % at 5 µM;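 active = inhibition above about 55%, limit read from the data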;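 also: 0% = DMSO-treated cells and 100% = wells with medium but no cells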
CXCR6 inh: CXCR6 (human) receptor inhibition; 0.36% of 360,000 active; AID 602244; CHO-K1 PathHunter CXCR6 beta-arrestin, luminescence; inhibition, % at 20 µM; O00574; in the data active = inhibition above about 34%, passing the limit was not always enough;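 also: antagonist mode with CXCL16 agonist at 10 nM final; 0% = 10 nM CXCL16 with DMSO and 100% = unstimulated wells without agonist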
EBI2 antag: EBI2 (human) antagonism. P32249. AID 651636. 0.81% of 360,000 active. EBI2 beta-arrestin recruitment, luminescence, 7a,25-OHC stimulated. inhibition, % at 5 µM; in the data active = inhibition above about 38%;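 also: enzyme fragment complementation signal reports receptor beta-arrestin coupling in cells; 0% = agonist plus DMSO wells and 100% = wells without agonist; some results beyond the cut were filed as inactive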
Target sequence (P32249 whole entry, looked up, the tested form may be a part): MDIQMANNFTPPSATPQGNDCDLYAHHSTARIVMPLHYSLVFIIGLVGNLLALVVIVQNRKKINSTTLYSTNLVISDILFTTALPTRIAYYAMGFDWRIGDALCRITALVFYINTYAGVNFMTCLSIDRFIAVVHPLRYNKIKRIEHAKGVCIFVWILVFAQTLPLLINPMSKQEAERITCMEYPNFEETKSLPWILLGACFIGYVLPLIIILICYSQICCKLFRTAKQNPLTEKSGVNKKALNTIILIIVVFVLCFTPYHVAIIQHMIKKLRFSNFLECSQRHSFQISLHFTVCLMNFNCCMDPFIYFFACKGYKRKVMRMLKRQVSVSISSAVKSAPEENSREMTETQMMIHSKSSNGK
Jurkat NFkB inh: lowers PMA/ionomycin-induced NF-kB signal in Jurkat cells; PMA/ionomycin-induced NF-kB luciferase reporter, luminescence; inhibition, % at 4 µM; 0.53% of 330,000 active; in the data active = inhibition above about 50%
UBC13 inh: human UBC13 polyubiquitination inhibition; AID 485273; inhibition, % at 20 µM; P61088; UBC13 polyubiquitin chain formation, TR-FRET; 0.47% of 330,000 active; in the data active = inhibition above about 45%, passing the limit was not always enough
Target sequence (P61088 whole entry, looked up): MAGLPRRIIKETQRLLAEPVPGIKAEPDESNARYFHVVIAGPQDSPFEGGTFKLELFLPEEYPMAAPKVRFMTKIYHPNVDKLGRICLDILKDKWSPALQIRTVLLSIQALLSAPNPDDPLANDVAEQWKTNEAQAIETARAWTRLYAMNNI
APJ antag: antagonists of human APJ apelin receptor; CHO-K1 APJ beta-arrestin complementation, luminescence; inhibition, % at 20 µM; 0.32% of 330,000 active;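 active = inhibition above about 40% at 20 µM, limit read from the data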;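 also: cells challenged with 10 nM apelin-13 agonist together with compound; plate controls were apelin-13 plus DMSO wells for no effect and DMSO wells lacking apelin-13 for full effect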
Target sequence (P35414 whole entry, looked up): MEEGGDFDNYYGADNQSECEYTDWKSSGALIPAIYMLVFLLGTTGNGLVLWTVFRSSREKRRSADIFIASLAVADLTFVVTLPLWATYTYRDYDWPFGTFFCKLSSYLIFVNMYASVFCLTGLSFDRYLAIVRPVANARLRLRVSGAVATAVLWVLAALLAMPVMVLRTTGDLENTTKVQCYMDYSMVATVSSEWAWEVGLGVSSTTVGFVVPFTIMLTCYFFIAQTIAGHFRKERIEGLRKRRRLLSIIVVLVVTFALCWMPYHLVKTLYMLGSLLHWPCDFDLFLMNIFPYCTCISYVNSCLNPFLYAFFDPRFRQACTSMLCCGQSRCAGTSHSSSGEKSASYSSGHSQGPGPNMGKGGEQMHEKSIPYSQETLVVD
697 NFkB inh: inhibitors of the PMA/ionomycin-induced NF-kB reporter in 697 B cells | AID 435022 | 0.33% of 330,000 active | inhibition, % at 4 µM | 697 B-cell NF-kB luciferase reporter, 16 h; in the data active = inhibition above about 35%
CCR6 antag: blocks CCL20-driven beta-arrestin recruitment at human CCR6; CHO-K1 CCR6 PathHunter beta-arrestin, luminescence, CCL20-stimulated; AID 493098; P51684; inhibition, % at 20 µM; 0.49% of 340,000 active;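 active = compounds whose inhibition of the agonist-driven luminescence signal at 20 µM reaches about 50%, limit read from the data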;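 also: cells stimulated with CCL20 at 14 nM final; plate controls were DMSO with CCL20 for no effect and DMSO without agonist for full effect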
* = called active by the depositor; . = no result given. An unsorted share of the library (roughly 3% active in at least one column).

Start of the data: the first 4 compounds as a preview:
structure,Gli-Sufu antag,CXCR6 inh,EBI2 antag,Jurkat NFkB inh,UBC13 inh,APJ antag,697 NFkB inh,CCR6 antag
Cc1cc(C(=O)NNCc2ccccc2)no1,-9,3,4,-1,1,7,5,8
COc1cccc(NC(=O)CN2C(=O)CSc3nc(C)cc(C)c32)c1,5,-10,-4,0,2,1,11,5
COc1cc2c(cc1NC(=O)c1cc(-c3ccncc3)nc3ccc(C)cc13)oc1ccccc12,13,8,9,14,-28,0,16,-12
Cc1nn(C(C)C(=O)NCCN2CCCC2)c(=O)c2c1sc1ccccc12 (centres undefined),-9,3,4,5,4,-7,1,9

The list itself, previewed entries included:
structure,Gli-Sufu antag,CXCR6 inh,EBI2 antag,Jurkat NFkB inh,UBC13 inh,APJ antag,697 NFkB inh,CCR6 antag
Cc1cc(C(=O)NNCc2ccccc2)no1,-9,3,4,-1,1,7,5,8
COc1cccc(NC(=O)CN2C(=O)CSc3nc(C)cc(C)c32)c1,5,-10,-4,0,2,1,11,5
COc1cc2c(cc1NC(=O)c1cc(-c3ccncc3)nc3ccc(C)cc13)oc1ccccc12,13,8,9,14,-28,0,16,-12
Cc1nn(C(C)C(=O)NCCN2CCCC2)c(=O)c2c1sc1ccccc12 (centres undefined),-9,3,4,5,4,-7,1,9
CCC(C)(C)n1nnnc1C(c1ccc2ncccc2c1)N1CCCCCC1 (centres undefined),8,5,-10,-4,4,4,-15,18
Cc1ccc(NC(=O)COC(=O)[C@@H]2CC(O)CN2S(=O)(=O)c2ccc3c(c2)OCCO3)cc1 (some centres undefined),-1,10,-3,-2,3,1,-15,2
COC(=O)c1ccc2c(c1)NC(=O)c1ccccc1S2,1,14,7,5,9,10,9,9
CC(=O)Nc1ccc(NC(=O)C(C)OC(=O)CSc2ccc(Br)cc2C)cc1 (centres undefined),-16,2,0,2,3,1,19,-7
O=[N+]([O-])c1cnc(N2CCCCC2)c([N+](=O)[O-])c1,0,4,-5,-1,-4,9,14,-4
COc1ccc(NS(=O)(=O)c2cccc(NC(=O)COc3ccccc3[N+](=O)[O-])c2)cc1,-5,-5,-3,1,-1,11,-22,21
O=C(Nc1ccc(-c2nc3ccccc3o2)cc1)c1cccnc1,-56,-14,-4,-100,5,-12,-196,15
O=C(C1CCC1)N1CCN(c2ccc(Cl)cc2)CC1,24,-1,-5,6,3,10,5,-4
O=C(c1ccc2c(=O)n(Cc3ccc(Cl)cc3)c(=S)[nH]c2c1)N1CCCC1,0,6,-8,-7,30,13,-56,24
CSC(C1CCCC1)n1nnc2ccccc21 (centres undefined),-22,-1,12,2,10,10,13,10
CCN(CC(=O)Nc1c(F)cccc1F)C(=O)CCCc1cccs1,-19,6,-15,4,6,19,22,3
O=C(NCCSc1ncc(-c2ccccc2)[nH]1)c1ccco1,-22,-1,-1,-4,2,7,-21,1
O=C(/C=C/c1ccco1)Nc1ccc(S(=O)(=O)N2CCOCC2)cc1,7,-5,-11,13,-7,0,0,10
Cc1cccc(C)c1OCC(=O)Nc1ccc(S(=O)(=O)Nc2ccccn2)cc1,10,-2,-15,-3,-3,-25,-9,-5
O=C(COC(=O)c1ccccc1Br)NC1CCCCCCC1,-32,-3,0,-15,-2,3,-34,25
COc1ccc2cc[nH]c2c1,-6,9,-1,11,2,-24,-5,-11
CCOc1cccc(C=NCCc2ccc(OC)c(OC)c2)c1O,.,2,-19,-2,4,-3,-5,7
CC(C)OC(=O)c1ccc(NC(=O)c2ccccc2)cc1,-79,-1,7,-78,5,11,-61,15
O=C(Cn1nc(-c2ccccc2Cl)ccc1=O)Nc1ccc(Br)cc1,-5,-1,6,21,-13,-3,1,-12
O=C(CCCn1c(SCc2cccc([N+](=O)[O-])c2)nc2ccccc2c1=O)NCC1CCCO1 (centres undefined),-1,-5,16,8,11,8,17,7
OCCNCc1ccc(-c2ccccc2)cc1,-3,-7,-11,15,3,1,5,1
O=C(Nc1cccnc1)c1cc(-c2ccc(Cl)cc2Cl)on1,-19,-1,-3,-82,5,20,2,-5
COc1cccc(CC(=O)OCC(=O)NC2(C#N)CCCC2)c1,1,-2,-2,-1,-18,-3,10,3
O=[N+]([O-])c1ccc(Cl)c(/C=N/n2c(COc3ccccc3)n[nH]c2=S)c1,5,2,-2,10,0,0,-29,7
COc1ccc(CNC(=O)CCCn2nc(C)c3c(C)n(-c4ccc(C)cc4)nc3c2=O)cc1,-12,2,3,18,-10,16,-5,9
C=CCn1c(SCC(=O)Nc2cccnc2Cl)nnc1-c1ccc(C(C)(C)C)cc1,11,0,3,-18,13,4,5,12
CC(/C=N/NC(=O)c1cccc(F)c1)=C\c1ccccc1,-107,-6,9,-21,-4,0,-227,-3
CCCc1cc(C(=O)NC(C)C2CCCO2)cs1 (centres undefined),-17,2,-23,-20,-2,17,0,12
CCN(Cc1ccccc1)C(=O)c1oc2ccc(C)cc2c1C,-2,1,15,-10,2,-12,4,18
C=CCn1c(C)cc(C(=O)CSc2nc3ccccc3c(=O)[nH]2)c1C,-44,-9,13,-39,10,17,-91,6
CSc1ccccc1OCc1cc(C(=O)NCCn2nc(C)cc2C)no1,-3,22,17,-1,-7,1,-17,12
COc1cc(NC(=O)Cc2c(C(=O)O)n(C)c3ccccc23)cc(OC)c1OC,-3,-8,-11,-3,-4,3,5,21
Cc1ccc(Oc2ncccc2C(=O)NC2CCSC2=O)cc1 (centres undefined),2,-1,-3,8,4,-3,-9,4
CCCN1C(=O)C(Cc2nc3ccccc3c(=O)n2-c2ccccc2)c2cc(C)ccc21 (centres undefined),3,-10,-5,-5,-7,8,9,16
Cc1ccc(NC(=O)Cn2cccc2)cc1Cl,-10,1,-6,2,-2,2,7,-32
O=C(Nc1ccccn1)C1CCN(S(=O)(=O)c2ccccc2)CC1,-13,0,-8,-61,3,1,-34,6
Cc1ccc(-c2csc3ncn(-n4c(C)ccc4C)c(=O)c23)o1,1,17,13,2,-12,6,-20,8
COC(=O)[C@]1(C)N[C@H](CN(C)C(C)=O)[C@@H]2C(=O)N(Cc3ccccc3)C(=O)[C@@H]21,-6,0,-6,10,5,14,13,2
CN(c1ccc(C(=O)NC2CCCC2)cc1)S(=O)(=O)c1ccc(Cl)cc1,-8,3,1,-4,6,-34,-16,20
O=C(Nc1nc(-c2ccccc2Cl)cs1)c1cccnc1,1,-4,0,-6,-6,-32,-21,-3
CCOC(=O)C1CCN(c2c(Nc3cc(C)cc(C)c3)c(=O)c2=O)CC1,-5,-5,-7,25,4,-15,15,13
CN1CCc2c(OCC(=O)NC3CCCCC3)cccc2C1=O,7,4,-5,-1,8,19,-7,9
C[N+](C)(C)CCNC(=O)c1cc[n+](Cc2ccccc2)c(/C=N/O)c1,0,0,10,-3,0,8,2,-10
Cc1cccc(NC(=S)NNC(=O)c2ccccc2Br)c1,-15,11,6,-33,-16,37,-55,19
Cc1ccc(S(=O)(=O)N(C)CCCC(=O)N2CCN(C=O)CC2)cc1,-1,-7,3,21,2,6,7,6
Cc1noc(C)c1C(=O)NNc1cc(Cl)ccc1Cl,1,-12,-3,22,-1,-3,-7,6
CCN(C[C@H]1N[C@@](C)(C(=O)OC)[C@H]2C(=O)N(C)C(=O)[C@@H]12)C(=O)Nc1ccc(F)cc1,2,-2,-7,-1,10,3,2,6
NS(=O)(=O)c1ccc(CCNC(=O)Cc2c[nH]c3ccccc23)cc1,31,-4,-6,1,9,10,-9,3
CN(Cc1ccccc1NS(=O)(=O)c1ccc2ccccc2c1)C1CCCCC1,3,4,7,-14,-2,-15,19,-4
Cc1ccc2nc(N3CCN(Cc4nnnn4Cc4ccccc4)CC3)c(C#N)cc2c1,12,4,4,3,19,-11,10,4
CCOC(=O)c1cccc(C(=O)OCC)n1,1,4,-8,2,9,3,18,0
COc1ccc(C(=O)N2CCCC(CCC(=O)NCc3ccc(F)c(F)c3)C2)cc1F (centres undefined),-9,0,3,-6,3,13,3,3
CC(=O)c1cccc(NC(=S)NC2CC2)c1,2,-12,-3,4,9,-7,14,-5
CC(=O)Oc1ccc(N2C(=O)C3C4C=CC(CO)(O4)C3C2=O)cc1 (centres undefined),-3,17,-3,6,-3,9,-4,-4
CC(NC(=O)CCNS(=O)(=O)c1ccc2c(c1)oc(=O)n2C)c1ccccc1 (centres undefined),9,-2,-2,2,9,-22,7,-8
O=C(NCCS(=O)(=O)N1CCN(c2ccccc2F)CC1)c1ccco1,-8,2,0,15,-5,8,18,4

Continuation:
structure,Gli-Sufu antag,CXCR6 inh,EBI2 antag,Jurkat NFkB inh,UBC13 inh,APJ antag,697 NFkB inh,CCR6 antag
S=C(NCc1ccncc1)Nc1ccc(Br)cc1Cl,21,-2,1,-1,0,4,-16,20
CCC(=O)c1ccc(OC(=O)/C=C/c2cc(OC)c(OC)c(OC)c2)cc1,3,7,16,14,4,21,12,14
COc1ccccc1NC(=O)c1cc(S(=O)(=O)N2CCc3ccccc32)ccc1F,4,4,17,10,-4,21,-42,9
N#C/C(=C(/O)CCl)c1nc2c(s1)CCc1ccccc1-2,2,4,-10,-5,-8,-17,-10,9
COc1cc(-c2ccc(NC(=O)c3ccc(C)cc3)c(OC)c2)ccc1NC(=O)c1ccc(C)cc1,-4,-6,-5,.,.,.,.,3
Cc1ncoc1C(=O)N1CCCC(C(=O)c2ccc(Oc3ccccc3)cc2)C1 (centres undefined),2,0,6,0,-5,9,-26,10
CCOc1ccc(NC(=S)N2CCC(c3ccc(C)cc3)C2)cc1 (centres undefined),11,6,14,-14,5,-11,3,11
CCN1CCN(C(=O)NC2CC(=O)N(c3ccc(OC)cc3)C2)CC1 (centres undefined),-3,-3,-3,-1,-7,-1,6,6
O=C(c1ccccn1)N(Cc1ccco1)C1(C(=O)NC2CCCC2)CCCCC1,8,13,6,-20,-13,-3,-11,9
Cc1ccc(C(=O)Nc2ccn(C)n2)cc1,-31,0,-13,-47,-1,13,-30,7
COc1ccc2[nH]c3c(=O)n(/N=C/[C@H]4C(C)C=C(C)CC4C)c(=O)[nH]c3c2c1 (some centres undefined),28,-12,-8,2,-6,-30,2,-2
CC(=O)Nc1ccc(NC(=O)CN(C)S(=O)(=O)c2ccc3ccccc3c2)cc1,6,8,-1,22,5,-3,-4,-4
CCCOc1ccc(/C=N\NC(=O)CCc2n[nH]c(=O)[nH]c2=O)cc1OC,7,2,-10,-4,-11,5,-20,7
COc1cc(CN2CCN(c3cccc(C)c3C)CC2)cc([N+](=O)[O-])c1O,2,8,7,-4,-40,6,-6,23
COc1nccc(-c2ccc(F)cc2)c1C#N,-2,0,-6,4,4,15,9,13
CCC(C(=O)N1CCCC1)n1nc(C)c2c(C)n(-c3ccccc3)nc2c1=O (centres undefined),-17,-11,0,-6,-2,0,7,5
CN(Cc1nc2ccccc2c(=O)[nH]1)C(=O)c1cccc(S(=O)(=O)N2CCCC2)c1,3,8,6,-7,-4,7,-22,9
O=C1c2ccccc2[C@@H]2CC(O)C(O)CCN12 (some centres undefined),-1,-1,-5,.,.,.,15,8
CCOC(=O)c1cc(-c2cccnc2)nn1-c1ccccc1,1,3,-12,17,7,20,9,13
CCSC1=NCCN1S(=O)(=O)c1ccccc1,-1,8,-8,1,9,3,14,7
CCCN(Cc1ccccc1)C(=S)Nc1cccc(C)c1C,3,-9,0,-18,2,-6,-3,10
CCN1C(C)=CC(=O)[C@@H](O)[C@H]1c1ccccc1Br,-13,-1,-7,.,.,.,.,-6
COc1cccc(/C=N/Nc2cc(Cl)nc(C)n2)c1O,-2,-22,12,-32,-5,-15,-26,9
Cc1ccc(C(=O)NCC(=O)Nc2ccccc2C(F)(F)F)cc1,-1,2,-9,0,0,-9,21,-4
Cc1cccc(NC(=O)C2CCN(S(=O)(=O)c3cccc4nsnc34)CC2)n1,1,7,17,-9,-2,14,3,8

Bioassay records deposited in PubChem BioAssay by Sanford-Burnham Center for Chemical Genomics.
